Assay outcomes from PubChem.
HIV Rev-RRE inh – inhibitors of HIV-1 Rev-RRE RNA interaction | P05866 | Rev peptide-RRE RNA binding, FRET | inhibition, % at 8 µM | 97,000 tested, 0.79% active | AID 704;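 active = inhibition above the screen-wide mean plus 3 SD, cut at about 35% in these data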;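 note: 0% = median DMSO wells and 100% = median Neomycin B control wells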
Target sequence (P05866 whole entry, looked up): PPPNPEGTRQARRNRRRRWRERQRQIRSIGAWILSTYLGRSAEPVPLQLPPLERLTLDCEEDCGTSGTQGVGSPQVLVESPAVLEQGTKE
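Test system – labelled RRE RNA duplex and labelled Rev peptide · Reagent – labelled Rev peptide · Doses – one concentration, 8 µM nominal · Incubation – 5 + 15 min at 25 °C · Signal – FRET fluorescence readout · Read-out basis – % inhibition of FRET ratio versus controls · Control set – DMSO wells as 0% and neomycin B wells as 100% inhibition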
PLK1 PBD inh – inhibitors of human Plk1 polo box domain binding | AID 693 | Plk1 PBD phosphopeptide binding, fluorescence polarization | 97,000 tested, 0.13% active | inhibition, %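 (tested at about 20 µM)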; in the data active = inhibition above about 34%, passing the limit was not always enough
Calb biofilm kill – kills Candida albicans biofilms; C. albicans biofilm + clotrimazole, Alamar Blue; inhibition, % at 6 µM; 85,000 tested, 0.14% active; AID 834;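 active = inhibition above 20%; inactive = inhibition below 20%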;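 note: preformed 24 hr biofilms exposed to compound for 48 hr; 0% = biofilm without compound and 100% = blank killed by clotrimazole plus chlorhexidine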
PTPN22 act – increases human PTPN22 phosphatase activity. recombinant LYP, DiFMUP fluorescence; 0 = plate median, 100 = signal doubled. activation, % at 2 µM. Q9Y2R2. 96,000 tested, 0.11% active;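 active = activation at 2 µM above a set limit, the mean plus 5 SD, cut at about 37% in these data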
CYP2C9 inh – human CYP2C9 inhibition | P11712 | CYP2C9 Supersomes, luciferin-H conversion, luminescence | inhibition, % at 5 µM | 96,000 tested, 20% active;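 active = blocking of liver enzyme CYP2C9 beyond about 50% at 5 µM, limit read from the data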; note: values of inactives mirror those of a sister screen read the other way
PTPN22 inh 2 – inhibitors of human LYP (PTPN22) phosphatase; Q9Y2R2; inhibition, % at 2 µM; 96,000 tested, 0.21% active; AID 640; recombinant LYP catalytic domain, DiFMUP fluorescence;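 active = inhibition at 2 µM at or above a set limit, the screen mean plus 3 SD, cut at about 24% in these data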;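 note: 0% = DMSO with enzyme and 100% = enzyme fully blocked by orthovanadate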
PLK1 inh – PLK1 (human) kinase inhibition; recombinant PLK1 kinase, TR-FRET peptide phosphorylation; inhibition, % at 10 µM; 97,000 tested, 0.53% active; AID 619;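 active = inhibition of 50% or more in the single-concentration screen; inactive = inhibition below 50%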;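 note: 0% = DMSO max control and 100% = H-89 dihydrochloride min control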
CYP2C9 act – increases human cytochrome P450 2C9 activity | recombinant CYP2C9, luciferin-H conversion, luminescence; hits give high values; factor 1 = untreated enzyme, 0 = blocked | activation factor at 5 µM | 96,000 tested, 1.4% active;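 active = activation factor of 2 or more for CYP2C9 at a 5 µM dose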;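 note: 0 = sulfaphenazole-blocked wells and 1 = vehicle-only wells; values of inactives mirror those of a sister screen read the other way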
EphB4 antag – antagonists of human EphB4-ephrin-B2 interaction; 97,000 tested, 0.15% active; inhibition, % at 7 µM; AID 720; EphB4 LBD / TNYL-RAW-Alexa532 peptide, fluorescence polarization;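 active = inhibition above the screen-wide mean inhibition plus 3 SD, cut at about 15% in these data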;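 note: 0% = DMSO wells and 100% = excess unlabeled TNYL-RAW peptide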
Target sequence (P54760 whole entry, looked up, the tested form may be a part): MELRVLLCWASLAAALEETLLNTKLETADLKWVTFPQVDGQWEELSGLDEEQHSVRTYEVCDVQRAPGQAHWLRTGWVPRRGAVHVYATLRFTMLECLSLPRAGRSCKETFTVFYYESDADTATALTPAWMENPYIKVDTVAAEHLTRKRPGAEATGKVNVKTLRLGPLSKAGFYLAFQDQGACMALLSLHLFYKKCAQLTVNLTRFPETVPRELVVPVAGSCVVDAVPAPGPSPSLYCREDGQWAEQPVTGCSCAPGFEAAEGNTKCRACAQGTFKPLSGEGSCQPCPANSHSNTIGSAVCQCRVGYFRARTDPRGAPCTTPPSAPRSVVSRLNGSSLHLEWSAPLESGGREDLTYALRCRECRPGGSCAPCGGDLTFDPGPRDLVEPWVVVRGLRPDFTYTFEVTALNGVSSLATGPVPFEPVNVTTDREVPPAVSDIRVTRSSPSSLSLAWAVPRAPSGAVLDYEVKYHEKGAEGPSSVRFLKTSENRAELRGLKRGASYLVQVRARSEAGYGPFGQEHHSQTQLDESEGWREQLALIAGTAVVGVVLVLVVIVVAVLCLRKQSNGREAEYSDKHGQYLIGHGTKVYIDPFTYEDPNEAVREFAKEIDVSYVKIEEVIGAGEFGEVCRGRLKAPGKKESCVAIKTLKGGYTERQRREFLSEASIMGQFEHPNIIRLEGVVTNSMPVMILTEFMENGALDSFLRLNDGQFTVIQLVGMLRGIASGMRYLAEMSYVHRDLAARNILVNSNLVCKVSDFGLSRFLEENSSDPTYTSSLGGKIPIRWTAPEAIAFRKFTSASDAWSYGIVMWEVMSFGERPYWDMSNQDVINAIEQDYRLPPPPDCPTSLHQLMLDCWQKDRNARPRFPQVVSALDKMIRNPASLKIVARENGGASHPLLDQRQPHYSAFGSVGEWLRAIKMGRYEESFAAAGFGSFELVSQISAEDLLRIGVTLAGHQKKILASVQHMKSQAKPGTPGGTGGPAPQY
* = called active by the depositor; . = not tested or not shown.

molecule,HIV Rev-RRE inh,PLK1 PBD inh,Calb biofilm kill,PTPN22 act,CYP2C9 inh,PTPN22 inh 2,PLK1 inh,CYP2C9 act,EphB4 antag
O=C(c1c(F)c(F)c(F)c(F)c1F)N1CCc2ccccc21,0,-19,6,8,.,-12,-11,.,3
CC1CCC(NC(=O)C2(C)CCC(=O)N2Cc2cccnc2)CC1 (stereo not drawn),4,7,3,7,-2,-8,-9,1,-2
O=C(CCC(=O)Nc1ccccc1)NNC(=O)c1ccco1,0,-24,.,-2,-11,7,-5,1.1,-2
COC(=O)c1ccccc1NC(=S)NC(NC(=O)COc1ccccc1)C(Cl)(Cl)Cl (stereo not drawn),-5,5,.,0,10,4,-5,0.9,-3
Cn1c(C(=O)N2CCCC(C(=O)NCc3cccs3)C2)cc2sccc21 (stereo not drawn),4,-4,6,-5,-73,5,-15,1.7,3
CCc1ccc2c(c1)cc(CN(C(=S)Nc1ccccc1Cl)C1CC1)c1nnnn12,-7,8,.,.,-11,.,-115,1.1,5
CCc1cc(C(=O)NCCN(C)C)cs1,11,-5,0,-2,-6,-2,-14,1.1,13
COc1ccc(CNC(=O)Cn2cc([N+](=O)[O-])nc2C)cc1,2,12,.,3,-21,-1,-9,1.2,-2
CCc1ccc(NC2CC(=O)N(c3ccc(OC)cc3OC)C2=O)cc1 (stereo not drawn),3,10,-8,-7,-1,10,-10,1,5
CCOC(=O)N1CCN(CCC(=O)Nc2ccc(C)cc2)CC1,-1,-22,8,-10,3,10,0,1,-4
CC(C)OC(=O)CN1C(=O)C(=O)c2ccccc21,10,-14,-2,0,.,-3,-6,.,-2
Cc1nn(Cc2c(F)c(F)c(F)c(F)c2F)c(C)c1NC(=O)c1ccc(COc2ccc(F)cc2)o1,2,9,.,-5,17,7,-10,0.8,1
CNC(=O)/C=C1\NC(C)(C)Cc2c1ccc1ccccc21,3,-27,2,-13,12,14,-21,0.9,7
N#CCCN1CCN(C(=S)c2ccc(-c3ccc(Cl)cc3)o2)CC1,4,7,3,-6,24,5,2,0.8,9
CCOC(=O)c1cc2sccc2n1CC(=O)Nc1ccc2c(c1)OCCO2,0,11,3,-5,18,2,-13,0.8,7
CCOc1cc(NC(=S)NCC2CCCO2)c(OCC)cc1NC(=O)c1ccccc1 (stereo not drawn),-3,-25,.,7,27,-1,6,0.7,1
C=CCc1cccc(/C=N/c2ncccc2O)c1O,4,1,0,-2,-13,0,-7,1.1,8
CN(Cc1nc2ccccc2c(=O)[nH]1)C(=O)c1ccc(S(=O)(=O)N(C)C)cc1,8,27,-3,5,19,-4,-10,0.8,4
O=C(Nc1ccc2nc(C3CC3)n(Cc3ccc(F)cc3)c(=O)c2c1)c1ccco1,4,-5,0,4,67*,-8,-13,0.3,-9
O=C(CSc1nc2c(cnn2-c2ccc(F)cc2)c(=O)[nH]1)N1CCCc2ccccc21,-5,-4,7,0,28,0,14,0.7,-5
Cc1ccc2[nH]c(=O)c(CN(Cc3nnnn3C3CCCC3)C3CCCCC3)cc2c1,7,-25,4,-11,10,10,-5,0.9,-5
Cc1ccc2c(c1)CCCN2C(=O)c1ccncc1,5,9,7,4,.,-8,-5,.,4
COc1cc(NC(=O)c2cccs2)cc(OC)c1,7,1,6,5,21,-2,-5,0.8,1
O=C(CCc1ccccc1)Nc1ccc(F)cc1F,5,-13,4,2,5,-1,-8,1,-2
O=C(CCCCCn1c(=O)[nH]c2ccccc2c1=O)N1CCN(Cc2ccc3c(c2)OCO3)CC1,1,-19,-2,-16,80*,16,-3,0.2,-2

The last 3 compounds of the section above lead into the next:
molecule,HIV Rev-RRE inh,PLK1 PBD inh,Calb biofilm kill,PTPN22 act,CYP2C9 inh,PTPN22 inh 2,PLK1 inh,CYP2C9 act,EphB4 antag
COc1cc(NC(=O)c2cccs2)cc(OC)c1,7,1,6,5,21,-2,-5,0.8,1
O=C(CCc1ccccc1)Nc1ccc(F)cc1F,5,-13,4,2,5,-1,-8,1,-2
O=C(CCCCCn1c(=O)[nH]c2ccccc2c1=O)N1CCN(Cc2ccc3c(c2)OCO3)CC1,1,-19,-2,-16,80*,16,-3,0.2,-2
CNC(=O)c1cc2cccc(OC)c2oc1=O,8,2,10,8,.,-12,2,.,0
Cc1cccc(-n2c(SCC(N)=O)nnc2-c2ccccn2)c1C,1,3,-5,4,1,-1,-9,1,-5
Cc1cc(N2C(=O)C3C4C=CC(C4)C3C2=O)no1 (stereo not drawn),8,4,-1,-10,2,10,-2,1,0
COc1cc(NC(=O)c2ccc3c(c2)OCO3)ccc1NC(=O)c1ccco1,4,5,6,-2,.,-1,-11,.,12
CC(C)C(=O)Nc1ccc(-c2csc(-c3ccccc3)n2)cc1,3,-23,.,-8,-21,12,-9,1.2,1
CCOC(=O)c1cccc(NC(=O)CN2CCN(c3ccc(OC)cc3)CC2)c1,2,-19,2,-2,73*,1,-12,0.3,7
Cc1cc(N2CCCCC2)nc(SCC(=O)c2ccccc2)n1,3,12,1,-2,26,1,-5,0.7,-4
COc1cccc(-n2c(SCc3c(C)noc3C)nnc2-c2cccc(S(=O)(=O)N(C)C)c2)c1,-3,-38,.,5,31,-2,-8,0.7,-3
CCCC(=O)C1CCN(Cc2ccccc2)CC1,8,14,8,-7,-9,9,-5,1.1,6
Oc1cccc(/C=N/c2c(-c3ccco3)nc3ccccn23)c1,10,-4,.,1,4,-4,-5,1,0
COc1ccccc1CNC(=O)C(=O)NCC1CCCO1 (stereo not drawn),9,-18,10,-15,.,16,-8,.,3
Cc1ccc(-c2[nH]nc3c2C(c2ccsc2)C(C#N)=C(N)O3)cc1 (stereo not drawn),9,-6,3,2,0,2,2,1,3
COc1ccc(C(=O)CSC2=C(C#N)C3(CCCCC3)C(C#N)=C(N)N2)cc1,13,10,4,3,98*,-6,-4,0,7
COC(=O)CCCCCCCCC(=O)Nc1nc2ccccc2s1,1,-17,6,-3,82*,6,-3,0.2,-7
COc1ccc(N2C(=O)CN=C2Nc2nc(C)cc(C)n2)cc1OC,6,-1,13,9,-13,-7,-6,1.1,-4
CCN(CC)CCN(CC)Cc1ccccc1Br,3,-5,-4,-1,-4,-1,-10,1,4
N#Cc1nc(COc2ccc(Cl)cc2Cl)oc1N1CCOCC1,6,2,0,-8,44,8,-14,0.6,3
COc1ccc(Nc2nc(-c3cccs3)cs2)c(OC)c1,3,1,3,-6,26,9,-14,0.7,-2
O=C(c1ccccc1)N(c1ccccc1)C1C=CS(=O)(=O)C1 (stereo not drawn),6,-6,-3,-14,17,13,-4,0.8,-4
CC1=Nc2ccccc2/C1=C/c1sc(=O)n(CC(=O)N2CCCC2)c1O,0,-19,.,16,21,-11,-28,0.8,-8
COc1ccc(NC(=O)c2cc(-c3ccc(OC)c(OC)c3)on2)cc1OC,5,7,5,-12,6,10,-11,0.9,3
COc1cc(N=Cc2c(O)[nH]c3ccccc23)cc(OC)c1OC,3,-14,.,4,66*,-7,-4,0.3,-4
Nn1c(=O)c2ccccc2n2c(SCc3ccccc3)nnc12,2,11,4,2,0,1,-15,1,5
CCCCC1CCC(/C(N)=N/O)CC1 (stereo not drawn),4,-19,6,1,2,-2,-12,1,-6
CNC(=O)NCCN1CCCC1=O,-1,-31,9,4,36,-2,3,0.6,-9

4 records picked at random from the list so far:
molecule,HIV Rev-RRE inh,PLK1 PBD inh,Calb biofilm kill,PTPN22 act,CYP2C9 inh,PTPN22 inh 2,PLK1 inh,CYP2C9 act,EphB4 antag
Cc1cc(N2C(=O)C3C4C=CC(C4)C3C2=O)no1 (stereo not drawn),8,4,-1,-10,2,10,-2,1,0
COc1cc(N=Cc2c(O)[nH]c3ccccc23)cc(OC)c1OC,3,-14,.,4,66*,-7,-4,0.3,-4
COc1ccc(C(=O)CSC2=C(C#N)C3(CCCCC3)C(C#N)=C(N)N2)cc1,13,10,4,3,98*,-6,-4,0,7
COc1ccc(NC(=O)c2cc(-c3ccc(OC)c(OC)c3)on2)cc1OC,5,7,5,-12,6,10,-11,0.9,3

Remaining list, next part:
molecule,HIV Rev-RRE inh,PLK1 PBD inh,Calb biofilm kill,PTPN22 act,CYP2C9 inh,PTPN22 inh 2,PLK1 inh,CYP2C9 act,EphB4 antag
Cc1ccc(-c2cc(C(=O)N3CCOCC3)c3ccccc3n2)cc1,1,1,4,6,46,-9,-6,0.5,-2
CCOC(=O)N1CCC(N2C(=O)c3ccccc3C2Nc2ccc3c(c2)OCCO3)CC1 (stereo not drawn),3,-10,5,3,47,-6,-10,0.5,-4
CC(C)(C)n1nnnc1C(c1cccs1)N1CCCC2(CCCCC2)C1 (stereo not drawn),11,-8,.,-10,.,6,-10,.,6
COC(=O)C1=C(C)OC(N)=C(C#N)C1c1ccccc1 (stereo not drawn),8,-23,3,4,44,-8,-2,0.6,4
CCc1nc2oc3cc(OC)ccc3c(=O)c2c(=O)n1Cc1ccco1,16,-19,7,-5,44,5,6,0.6,0
COc1ccc(OC)c(C2SCCN2S(=O)(=O)c2cccc(C(F)(F)F)c2)c1 (stereo not drawn),4,12,-3,0,53*,-3,-8,0.5,2
COC(=O)c1c(C)[nH]c(C)c1-c1ccc(C)cc1,-3,29,3,2,38,1,-6,0.6,-2
O=C(CSc1nnc(-c2ccncc2)n1-c1ccc(Cl)cc1)NCc1cccs1,4,30,2,-4,77*,7,-2,0.2,4
C#CCn1cc[n+](CC(=O)N(C)C)c1,13,-6,8,-3,-7,4,-14,1.1,7
O=C(O)c1cc2c(ccc3ccccc32)oc1=O,7,0,5,-11,-13,12,-14,1.1,4
CC1(C)N=C(N)N=C(N)N1c1ccccc1,9,24,9,-3,11,3,-5,0.9,3
COCCNC(=O)CN(C(=O)CCC(=O)Nc1cc(C)on1)c1ccccc1C,-3,-7,-5,5,25,-4,-3,0.8,-6
CCOC(=O)c1nn(-c2ccc(C)cc2)cc1C(=O)c1ccccc1,8,8,.,7,43,-7,-11,0.6,-5
CCOC(=O)c1cnn(-c2ncnc3sc(CC)cc23)c1N,-2,7,.,7,-1,-6,-9,1,-1
O=C(COc1ccccc1)N(Cc1ccco1)c1ccc(O)cc1,2,-13,6,9,.,-5,-3,.,7
COc1ccccc1CNC(=O)C1CCN(C(=O)N(C)C)CC1,6,-18,8,20,-40,-22,-3,1.4,-3
O=C(Nc1cccc(S(=O)(=O)C(F)F)c1)c1ccc(S(=O)(=O)N2CCOCC2)cc1,3,33,2,1,-5,-1,-12,1,4
Clc1cc(Cl)cc(CSc2nnc(-c3sccc3-n3cccc3)o2)c1,4,3,.,-2,12,5,-12,0.9,3
COCCSc1ccccc1C(=O)Nc1cccnc1,8,6,3,0,14,2,-11,0.9,-4
COc1ccc(-c2c(C)nn(-c3ccccc3)c2N)cc1OC,3,-8,4,-3,.,3,-10,.,-4
CCCCn1nnc(NC(=O)c2ccc(-c3cccc(Cl)c3)o2)n1,10,-4,-3,-5,-46,8,4,1.5,6
Cc1cc(C)c2c(n1)nn1c(N3CCN(c4ccccc4C)CC3)cc(C)nc21,13,7,3,11,.,-13,-10,.,-5
CC1(C)CC(=O)C=C(NCCN2CCNCC2)C1,3,-22,-2,3,-8,-2,-6,1.1,-2
COc1ccc(-c2nnc(SCC(=O)N3CCCc4ccccc43)o2)cc1OC,7,-9,-1,-4,.,3,-1,.,2
CNC(=O)c1c(C)nc(SCC(=O)NCc2ccc(OC)cc2)c(C#N)c1-c1ccco1,12,9,-1,-2,24,2,-5,0.8,0
